From PubChem BioAssay
GRK2 inh: blocks RNA aptamer binding to human GRK2; AID 488847; bead flow cytometry, FAM-aptamer displacement from GRK2; 0.59% of 330,000 active; inhibition of aptamer binding, % at 10 µM;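 active means inhibition of aptamer binding above 40%, roughly 3 SD of noise, on plates passing a quality check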;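 further: median bead fluorescence of bound FAM aptamer so fluorescent compounds give negative values; no value below 0 was filed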
Target sequence (P25098 whole entry, looked up): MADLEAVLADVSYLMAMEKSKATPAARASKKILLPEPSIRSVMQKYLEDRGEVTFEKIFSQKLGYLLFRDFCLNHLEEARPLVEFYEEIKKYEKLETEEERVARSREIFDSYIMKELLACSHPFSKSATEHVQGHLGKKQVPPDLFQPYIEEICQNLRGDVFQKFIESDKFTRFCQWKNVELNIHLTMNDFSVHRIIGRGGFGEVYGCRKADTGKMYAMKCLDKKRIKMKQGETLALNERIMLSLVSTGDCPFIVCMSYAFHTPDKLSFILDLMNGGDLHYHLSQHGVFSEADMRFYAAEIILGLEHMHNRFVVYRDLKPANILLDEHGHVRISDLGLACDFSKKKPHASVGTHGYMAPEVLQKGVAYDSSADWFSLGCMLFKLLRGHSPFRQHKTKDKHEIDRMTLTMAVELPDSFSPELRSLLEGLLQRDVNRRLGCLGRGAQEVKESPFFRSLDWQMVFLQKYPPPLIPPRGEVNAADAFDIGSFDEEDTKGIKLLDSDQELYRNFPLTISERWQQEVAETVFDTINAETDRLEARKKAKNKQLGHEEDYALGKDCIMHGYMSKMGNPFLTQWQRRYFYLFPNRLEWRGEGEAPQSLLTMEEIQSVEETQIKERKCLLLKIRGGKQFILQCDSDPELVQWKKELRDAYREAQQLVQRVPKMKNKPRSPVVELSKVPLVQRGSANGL
CR mimetic SO: lowers age-related superoxide in aged yeast cells; S. cerevisiae aged cells, superoxide DHE fluorescence; hits give low values; superoxide response (% of plate mean), % at 10 µM; 0.18% of 330,000 active; AID 2690;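 active means superoxide response under a set limit, about three screen SD below normal, cut at about 65% in these data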;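 further: yeast aged for seven days with compound at 30 °C before DHE staining; 100% = average MFI of all compound-treated wells on the plate with controls excluded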
MEP2-GFP yeast: yeast TOR pathway MEP2-GFP modulation | S. cerevisiae MEP2-GFP strain, flow cytometry GFP, 3 h; 100% = DMSO control level | GFP response vs DMSO, % at 10 µM | 0.51% of 330,000 active | AID 2016;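 active means GFP response versus DMSO above a set limit, roughly screen mean plus 3 SD, cut at about 180% in these data; inconclusive means fewer than 70 cells counted for a yeast strain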;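 further: median GFP fluorescence of the barcode-gated MEP2-GFP cells per well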
LAP4-GFP MLPCN: alters LAP4-GFP fluorescence in TOR pathway yeast screen. AID 2023. 0.34% of 320,000 active. GFP response vs DMSO, % at 10 µM. S. cerevisiae LAP4-GFP multiplex, flow cytometry GFP, 3 h; median GFP as percent of DMSO wells;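 active means GFP response vs DMSO above a set limit, about the screen mean plus 3 SD, cut at about 150% in these data; inconclusive means under 70 cell events counted for the yeast strain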
AGP1-GFP MLPCN: alters AGP1-GFP fluorescence in TOR pathway yeast screen. S. cerevisiae AGP1-GFP multiplex flow cytometry, 3 h; GFP as percent of DMSO wells. GFP response vs DMSO, % at 10 µM. 0.02% of 320,000 active. AID 2066;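 active means GFP response relative to DMSO above a set limit, near screen average plus 3 SD, cut at about 150% in these data; inconclusive means fewer than 70 cells counted for the yeast strain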;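 further: median GFP channel fluorescence of the gated AGP1 strain per well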
VLA-4 inh: inhibition in a human VLA-4 binding assay. AID 2557. 0.2% of 330,000 active. VLA-4 expressing cells, ligand binding flow cytometry. inhibition, % (about 7 µM as worked out from the volumes in the protocol); in the data active means inhibition above about 50%
RPL19A TOR yeast: alters RPL19A-GFP fluorescence in TOR pathway yeast screen; S. cerevisiae RPL19A-GFP strain, flow cytometry, 3 h; hits give low values; percent response vs DMSO, % at 10 µM; 0.3% of 330,000 active; AID 2025;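 active means percent response vs DMSO below 50%; inconclusive means fewer than 70 events counted for the yeast strain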;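 further: median channel GFP fluorescence of the barcoded RPL19A-GFP strain; ratio of sample median GFP to plate DMSO average so 100% = DMSO; lower means less RPL19A-GFP as with rapamycin TOR inhibition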
CIT2-GFP yeast: yeast TOR pathway CIT2-GFP modulation | S. cerevisiae CIT2-GFP strain, flow cytometry, 3 h; 100 means same as DMSO wells | GFP response vs DMSO, % at 10 µM | 0.065% of 320,000 active | AID 2029;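 active means GFP response relative to DMSO above a set limit, near the screen mean plus 3 SD, cut at about 150% in these data; inconclusive means Fewer than 70 cells measured for a yeast strain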;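 further: ratio of well median GFP fluorescence to mean of DMSO wells on the plate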
* = called active by the depositor; i = inactive; ? = inconclusive; / = not tested or not shown; [ ] = another dose, or the depositor's remark.

SMILES | GRK2 inh | CR mimetic SO | MEP2-GFP yeast | LAP4-GFP MLPCN | AGP1-GFP MLPCN | VLA-4 inh | RPL19A TOR yeast | CIT2-GFP yeast
O=C(N=C1SC2CS(=O)(=O)CC2N1c1cc(Cl)ccc1Cl)C1CCCO1 (stereo not drawn) | 4 | 83 | 96 | 91 | 95 | 1 | 93 | 95
COC(=O)C1=C(C)N=C2SC(C)C(=O)N2C1c1cccs1 (stereo not drawn) | 0 | 99 | 106 | 103 | 108 | 0 | 105 | 100
CC1S/C(=N/N=C2CCC(C(C)(C)C)CC2)NC1=O (stereo not drawn) | 0 | 108 | 103 | 99 | 98 | -15 | 102 | 100
C/C=C(\C)C(=O)NCCN1C2=NC[C@@H](Cc3ccccc3)N2C[C@H]1Cc1ccc(O)cc1 | 0 | 85 | 98 | 94 | 109 | 28 | 103 | 106
CCN(CC)C(=O)CN1C(=O)C2(OCC(C)(c3ccccc3)CO2)c2ccccc21 (stereo not drawn) | 1 | 101 | 100 | 92 | 97 | 9 | 97 | 101
Cc1c(Br)c([N+](=O)[O-])nn1CCCC(=O)Nc1sc2c(c1C#N)CCC2 | 3 | 96 | 104 | 103 | 98 | -2 | 103 | 83
O=C(O)c1ccccc1-n1c2ccccc2c2ccccc21 | 0 | 105 | 100 | / | 86 | 3 | 96 | 85
Cc1ccc2nc(Cl)c(C3CC(c4cccs4)=NN3C(=O)CCC(=O)O)cc2c1 (stereo not drawn) | 0 | 88 | 99 | 84 | 92 | 18 | 94 | 95
Cc1ccc(C(=O)N2CCCN(c3nc4cc5c(cc4cc3C#N)OCO5)CC2)cc1 | 1 | 91 | 82 | 104 | 86 | -24 | 89 | 82
Cc1ccc(F)cc1NC(=O)Nc1cc(C(C)(C)C)nn1C | 0 | 104 | 102 | 109 | 105 | 10 | 96 | 97
O=C(COc1ccccc1C(=O)NCC1CCCO1)Nc1ccc(Br)cc1 (stereo not drawn) | 0 | 102 | 101 | 97 | 97 | 16 | 97 | 95
COc1ccc(N2CCN(C(c3ccccc3)c3nnnn3Cc3ccc(F)cc3)CC2)cc1 (stereo not drawn) | 4 | 89 | 103 | 107 | 101 | 5 | 98 | 85
COC(=O)c1ccccc1NC(=O)N1CSC[C@H]1C(=O)OC | 0 | 101 | 95 | 95 | 94 | 7 | 93 | 95
COc1ccccc1CN1CC(C(=O)N(CCO)Cc2cccs2)CCC1=O (stereo not drawn) | 2 | 92 | 99 | 95 | 100 | 8 | 100 | 102
CN(C)C(=S)Nc1cccc(F)c1 | 0 | 105 | 102 | 124 | 112 | 2 | 100 | 95
O=C(CSc1nc2cc(Cl)ccc2s1)NCC1CCCO1 (stereo not drawn) | 0 | 100 | 108 | 101 | 99 | 19 | 98 | 94
Cc1ccc(CN2CCCN(Cc3c(F)cccc3Cl)S2(=O)=O)cc1 | 1 | 96 | 99 | 92 | 101 | -5 | 106 | 100
COC(=O)CSc1nnc(CNC(=O)Cc2ccccc2)n1-c1ccccc1OC | 0 | 95 | 108 | 111 | 110 | -9 | 107 | 108
COc1ccc(Cl)cc1NC(=O)CN(C)C(=O)c1sccc1-c1ccccc1 | 2 | 100 | 95 | 92 | 90 | -12 | 92 | 96
COc1cccc(CC(=O)Nc2cc(S(=O)(=O)N3CCOCC3)ccc2N2CCN(C)CC2)c1 | 0 | 93 | 97 | 94 | 96 | 38 | 93 | 99
COc1ccc(C2C=C(c3ccc(Br)cc3)Nc3nc(N4C(=O)CCC4=O)nn32)cc1 (stereo not drawn) | 2 | 88 | 104 | 115 | 109 | -13 | 111 | 109
O=C(O/N=C(/c1ccccc1)c1ccncc1)c1ccc(F)cc1 | 2 | 108 | 99 | 109 | 88 | 14 | 94 | 82
COc1ccc(S(=O)(=O)N2CCCCCC2)cc1NC(=O)CC1OC(=O)c2ccccc21 (stereo not drawn) | 1 | 104 | 102 | 100 | 104 | 8 | 99 | 107
Cc1ccsc1CN1CCC(C(=O)NCc2ccccc2Cl)CC1 | 1 | 94 | 94 | 85 | 95 | 15 | 101 | 93
CCOC(=O)NCc1ccc(Cl)c(Cl)c1 | 1 | 105 | 97 | 113 | 107 | 9 | 100 | 94
Further results follow:
SMILES | GRK2 inh | CR mimetic SO | MEP2-GFP yeast | LAP4-GFP MLPCN | AGP1-GFP MLPCN | VLA-4 inh | RPL19A TOR yeast | CIT2-GFP yeast
Cc1ccc2nc(-c3ccc(NC(=O)C(C)Sc4nncs4)cc3)sc2c1 (stereo not drawn) | 2 | 101 | 109 | 95 | 107 | 0 | 103 | 98
CCOc1ccc(NC(=O)c2ccc(N)cc2)cc1 | 4 | 105 | 107 | 105 | 97 | 33 | 98 | 93
CCN(CC)S(=O)(=O)c1cccc(C(=O)N[C@H](C(=O)Nc2nc3ccccc3s2)C(C)C)c1 | 0 | 95 | 89 | 98 | 101 | -1 | 102 | 102
N#Cc1ccc(CSC2=NCCN2)cc1 | 0 | 104 | 108 | 100 | 105 | -4 | 103 | 101
CCN1C(=O)N[C@@H](c2cccc(C(F)(F)F)c2)[C@H](C(C)=O)[C@H]1C | 0 | 107 | 98 | 93 | 104 | 1 | 97 | 101
O=C(CC1CCCC1)NCCc1cn2ccccc2n1 | 1 | 115 | 99 | 102 | 111 | 3 | 107 | 119
C=CC[N+](C)(C)CC(=O)OCc1ccccc1 | 0 | 132 | 106 | 93 | 99 | 3 | 108 | 112
C=CCN(C(=O)CSC1=NC(=O)CN1C(C)=O)c1nc(C)c(-c2ccccc2)s1 | 2 | 101 | 98 | 127 | 91 | -17 | 91 | 76
CCOC(=O)c1ccc(-n2c(=S)sc3c(=O)[nH]c(C)nc32)cc1 | 0 | 106 | 99 | 95 | 101 | 11 | 98 | 98
CC(C)C12CN(C(=O)c3ccccc3[N+](=O)[O-])CC(C(C)C)(CN(C(=O)c3ccccc3[N+](=O)[O-])C1)C2=O | 2 | 99 | 109 | 110 | 91 | 14 | 98 | 95
O=[N+]([O-])c1cccc(-c2cc(C(F)(F)F)n3nc(-c4ccccc4)cc3n2)c1 | 0 | 122 | 97 | 104 | 100 | -8 | 99 | 104
CCn1cc(C(=O)N[C@@H](C)C(=O)NCCO)c(=O)c2cc3c(cc21)OCO3 | 0 | 99 | 106 | 89 | 100 | -2 | 105 | 100
Cc1cc2c(c(=O)o1)C(C1C=CCCC1)C(C#N)=C(N)O2 (stereo not drawn) | 0 | 95 | 112 | 100 | 113 | 4 | 100 | 108
C/C(=C/Cc1c(O)cc2oc(C)cc(=O)c2c1O)COC1OC(CO)C(O)C(O)C1O (stereo not drawn) | 1 | 106 | 105 | 98 | 105 | -1 | 104 | 102
Cc1cccc(N2CCN(C(=O)C3CCCN(S(=O)(=O)c4cnc[nH]4)C3)CC2C)c1 (stereo not drawn) | 0 | 90 | 96 | 100 | 101 | 8 | 98 | 100
Cc1ccccc1N/N=C1\CCCNC1=O | 1 | 96 | 104 | 103 | 88 | 5 | 94 | 108
Cc1nn(C2CCS(=O)(=O)C2)c(Cl)c1/C=C/C(=O)OCC(=O)N(C)C (stereo not drawn) | 2 | 86 | 101 | 106 | 107 | 10 | 99 | 98
CCOC(=O)c1c(Nc2ccccc2)sc(/C=C2\C=Nc3ccccc32)c1O | 1 | 96 | 102 | 96 | 101 | -7 | 99 | 104
N#C/C(=C/c1ccc(N2CCCCCC2)o1)c1ccc(Cl)cc1 | 0 | 109 | 144 | 118 | 32 | i | 87 | 105
CCc1ccc(OC(C)C(=O)Nc2ccc(S(=O)(=O)Nc3cc(C)on3)cc2)cc1 (stereo not drawn) | 0 | 89 | 108 | 94 | 106 | -3 | 109 | 109
COc1cc(CCC(=O)OCC(=O)Nc2ccc(F)c(F)c2F)cc(OC)c1OC | 1 | 95 | 116 | 124 | 108 | -2 | 108 | 102
O=C(Nc1cccc(-c2nnc(-c3ccccc3)o2)c1)C1CC1 | 6 | 110 | 115 | 117 | 107 | 22 | 112 | 109
CCCc1cc(=O)[nH]c(SCC(=O)N2CCN(S(=O)(=O)c3ccc(Cl)cc3)CC2)n1 | 0 | 78 | 93 | 91 | 100 | -17 | 97 | 96
O=C(CNC(=O)C1CCCCC1)Nc1ccccc1Cl | 0 | 100 | 96 | 89 | 98 | 8 | 98 | 100
COc1ccccc1CN1CC(C(=O)NC2CCOCC2)CCC1=O (stereo not drawn) | 0 | 88 | 89 | 95 | 92 | 10 | 94 | 86
The results go on:
SMILES | GRK2 inh | CR mimetic SO | MEP2-GFP yeast | LAP4-GFP MLPCN | AGP1-GFP MLPCN | VLA-4 inh | RPL19A TOR yeast | CIT2-GFP yeast
CCN(CC)c1cc(Oc2ccccc2)ncn1 | 0 | 105 | 94 | 93 | 87 | 15 | 92 | 86
Cc1cc(C)n(CC2CC(=O)N(c3ccc(F)c(Cl)c3)C2=O)n1 (stereo not drawn) | 0 | 90 | 104 | 109 | 108 | -1 | 107 | 98
O=C1CC(Nc2ccc(N3CCOCC3)cc2)C(=O)N1c1cccc(C(F)(F)F)c1 (stereo not drawn) | 0 | 92 | 100 | 108 | 94 | 41 | 99 | 93
COC(=O)C(NC(=O)CCc1nnc2ccc(N3CCCCC3)nn12)C(C)C (stereo not drawn) | 0 | 116 | 87[may fluoresce violet] | 76[may fluoresce violet] | 90[may fluoresce violet] | 6 | 90[may fluoresce violet] | ?
CC1CCN(c2ccc(S(=O)(=O)NC3=NCCCCC3)cc2[N+](=O)[O-])CC1 | 0 | 102 | 91 | 99 | 102 | 16 | 99 | 98
O=[N+]([O-])c1ccc(C2CN=C(Nc3ccccc3)S2)cc1 (stereo not drawn) | 1 | 106 | 76 | 88 | 87 | 19 | 89 | 88
O=C(NCc1ccncc1)C(=O)NCC1OCCCN1S(=O)(=O)c1ccc(F)cc1 (stereo not drawn) | 2 | 93 | 95 | 105 | 101 | 8 | 91 | 88
O=c1c2c(nc3nc(CCc4ccccc4)[nH]n13)CCC2 | 0 | 115 | 101 | 97 | 104 | -6 | 100 | 110
COc1ccc(/C=C2\CCCC3C2=NN(C(=O)CSc2n[nH]c(N)n2)C3c2ccc(OC)cc2)cc1 (stereo not drawn) | 1 | 104 | 92 | 101 | 98 | 3 | 98 | 99
CC(=O)c1ccc(S(=O)(=O)N2CCN(S(=O)(=O)c3ccccc3C(F)(F)F)CC2)cc1 | 2 | 101 | 102 | 84 | 102 | 5 | 105 | 101
Cc1ccc(C)c(NC(=O)COC(=O)c2cccc3c2C(=O)c2ccccc2C3=O)c1 | 3 | 124 | 101 | 87 | 98 | -24 | 108 | 107
Cc1c(C(=O)Nc2cccc3cccnc23)oc2ccccc12 | 1 | 125 | 93 | 88 | 91 | -9 | 91 | 93
CCOc1ccc(N2C(=O)S/C(=C\c3cc(OC)c(OC)c(OC)c3)C2=O)cc1 | 0 | 101 | 99 | 112 | 113 | 16 | 101 | 101
Cc1cc2[nH]c(=O)c(=O)[nH]c2cc1S(=O)(=O)N1CCN(c2ccccc2)CC1 | 1 | 103 | 106 | 96 | 101 | 1 | 98 | 108
COc1cccc(OC)c1OCC(C)CNCC1CCCO1 (stereo not drawn) | 0 | 86 | 99 | 108 | 99 | 3 | 97 | 99
CCCCN1C(=N)N([C@@H](C)CN2CCC[C@H]2CN2C(N)=NC[C@@H]2Cc2ccccc2)C[C@H]1[C@H](C)CC | 0 | 111 | 93 | 90 | 96 | 9 | 95 | 93
COc1ccc(Nc2nnc(SCC3CCCCO3)s2)cc1 (stereo not drawn) | 0 | 115 | 99 | 95 | 87 | 0 | 103 | 111

Taken from above:
Entry for Cc1cc2[nH]c(=O)c(=O)[nH]c2cc1S(=O)(=O)N1CCN(c2ccccc2)CC1 under VLA-4 inh: 1
Entry for Cc1ccc2nc(Cl)c(C3CC(c4cccs4)=NN3C(=O)CCC(=O)O)cc2c1 (stereo not drawn) under MEP2-GFP yeast: 99

This is a random part of the collection. About 1.7% of those tested had a hit in this group.
